Compound activity deposited in PubChem BioAssay by Fisher Drug Discovery Resource Center.
NPYLR7 ag: activates Aedes aegypti NPYLR7 receptor; HEK293T NPYLR7/Galpha15, GCaMP6s calcium fluorescence; activation, % at 10 µM; actives 0.15% (n = 270,000); AID 1259423; in the data active means activation above about 40%;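 further: 0% = vehicle and 100% = reference agonist at the receptor; some compounds past the cut are filed as inactive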
hcGAS inh: blocks human cGAS activity; recombinant h-cGAS, ATP depletion, Kinase-Glo luminescence; Q8N884; inhibition, % at 12.5 µM; actives 0.081% (n = 290,000);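 further: 0% = vehicle reaction and 100% = reaction without DNA for no activity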
Target sequence (Q8N884 whole entry, looked up): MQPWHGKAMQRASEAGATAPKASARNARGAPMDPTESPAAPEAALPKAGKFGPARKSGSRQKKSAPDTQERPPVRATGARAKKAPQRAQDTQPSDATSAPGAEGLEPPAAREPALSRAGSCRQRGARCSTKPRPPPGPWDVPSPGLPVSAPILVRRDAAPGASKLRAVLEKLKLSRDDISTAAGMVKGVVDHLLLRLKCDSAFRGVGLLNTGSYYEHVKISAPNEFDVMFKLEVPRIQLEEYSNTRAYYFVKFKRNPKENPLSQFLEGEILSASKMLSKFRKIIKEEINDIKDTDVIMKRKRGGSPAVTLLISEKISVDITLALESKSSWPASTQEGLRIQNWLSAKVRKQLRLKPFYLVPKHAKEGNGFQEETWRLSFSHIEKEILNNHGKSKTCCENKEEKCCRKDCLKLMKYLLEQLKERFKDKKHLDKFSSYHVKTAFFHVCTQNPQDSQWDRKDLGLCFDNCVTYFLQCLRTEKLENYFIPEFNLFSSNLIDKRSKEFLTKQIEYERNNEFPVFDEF
mcGAS inh: inhibitors of mouse cGAS; actives 0.15% (n = 160,000); Q8C6L5; inhibition, % at 12.5 µM; recombinant cGAS, Kinase-Glo ATP depletion luminescence;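 further: 0% = negative control wells and 100% = reference inhibitor with no enzyme activity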
An asterisk follows results filed as active; nt = no result given; & = joins results of further samples. Unless noted, no stated cut-off is given here; in the data, active means inhibition above about 40%; inactive means the rest.

Preview (24 entries):
structure	NPYLR7 ag	hcGAS inh	mcGAS inh
CC(C)c1cccc(C(C)C)c1NC(=O)N(CC(=O)N(CCc1c[nH]c2ccccc12)Cc1ccc(F)cc1)C(C)C	24	-3	-5
CCCCNC(=O)c1cc(-c2cccc(OC)c2)nc2cc(C(C)(C)C)nn12	12	-7	-9
Cc1nc2ccc(Cl)cn2c(=O)c1NC(=O)Cc1ccc(F)cc1	2	-6	nt
CCC(C(=O)N1CCCC1)n1c(=O)n(-c2ccc(C)c(Cl)c2)c(=O)c2ccccc21 (stereo not given)	-8	-10	-7
Cc1nc(C(F)(F)F)ccc1C(=O)N1CCC1(C)C(=O)NS(=O)(=O)c1ccc(F)cc1F (stereo not given)	0	-8	nt
O=[N+]([O-])c1ccc(C2CN=C(Nc3ccccc3)O2)cc1 (stereo not given)	12	-7	nt
Cc1nn(C)c(NN2C(=O)c3cccc4cccc(c34)C2=O)c1[N+](=O)[O-]	3	-2	nt
CCn1ccnc1CNC1(Cc2ccc(Br)cc2)CCCCC1	3	-8	nt
O=S(=O)(c1ccc(C(F)(F)F)cc1Cl)N1CCC(Cc2ccc(F)cc2)CC1	21	-2	-5
Cc1ccccc1C1CC(=O)N(CN2CCN(Cc3ccsc3)CC2)C1 (stereo not given)	3	-5	nt
CC(C)NC(=O)N(Cc1nccn1Cc1c(F)cccc1Cl)C(C)C	6	2	-2
CCCNCc1c(-c2ccccc2)noc1N1CCOCC1	6	-2	nt
CCc1cnc(C)nc1NCCc1cn2ccccc2n1	13	-5	-9
Cc1cc(C)cc(OCC(=O)Nc2ccc(N3CCCC3=O)c(C)c2)c1	5	-1	nt
CCN(CC)C(=O)C1(NC(=O)c2sccc2C)CCCCC1	-23	-11	nt
CC(C)=CC(=O)NCCC1CCN(C(C)C)CC1	4	-5	-17
CC(=O)O[C@H]1CC[C@@]2(C)C(CC[C@]3(C)C2C(=O)C=C2C4[C@@H](C)[C@H](C)CC[C@]4(C(=O)O)CC[C@]23C)C1(C)C (stereo not given in full)	1	5	nt
Cc1cc(C)n2c(Nc3c(C)cccc3C)c(-c3ccccc3)nc2c1	5	-5	-7
CC1CCC(NC(=O)c2ccc(Cn3cncn3)cc2)CC1 (stereo not given)	0	-16	nt
CCCNC(=O)N1CCCN(C(C)=O)CC1	nt	-9	-6
CCNC(=O)C1CC(=O)OC12CCCCC2 (stereo not given)	nt	-9	-5
CC(=O)Nc1ccc(Cl)c(NCC(=O)NC(C2CC2)C2CC2)c1	9	-5	-11
COCC(c1ccccn1)N(C)C(=O)CC(=O)Nc1cc(C)cc(C)c1 (stereo not given)	18	-8	-19
CC(C)c1noc(C(C)S(=O)(=O)Cc2ccc(F)c(Br)c2)n1 (stereo not given)	19	-4	nt

Results, repeating the preview:
structure	NPYLR7 ag	hcGAS inh	mcGAS inh
CC(C)c1cccc(C(C)C)c1NC(=O)N(CC(=O)N(CCc1c[nH]c2ccccc12)Cc1ccc(F)cc1)C(C)C	24	-3	-5
CCCCNC(=O)c1cc(-c2cccc(OC)c2)nc2cc(C(C)(C)C)nn12	12	-7	-9
Cc1nc2ccc(Cl)cn2c(=O)c1NC(=O)Cc1ccc(F)cc1	2	-6	nt
CCC(C(=O)N1CCCC1)n1c(=O)n(-c2ccc(C)c(Cl)c2)c(=O)c2ccccc21 (stereo not given)	-8	-10	-7
Cc1nc(C(F)(F)F)ccc1C(=O)N1CCC1(C)C(=O)NS(=O)(=O)c1ccc(F)cc1F (stereo not given)	0	-8	nt
O=[N+]([O-])c1ccc(C2CN=C(Nc3ccccc3)O2)cc1 (stereo not given)	12	-7	nt
Cc1nn(C)c(NN2C(=O)c3cccc4cccc(c34)C2=O)c1[N+](=O)[O-]	3	-2	nt
CCn1ccnc1CNC1(Cc2ccc(Br)cc2)CCCCC1	3	-8	nt
O=S(=O)(c1ccc(C(F)(F)F)cc1Cl)N1CCC(Cc2ccc(F)cc2)CC1	21	-2	-5
Cc1ccccc1C1CC(=O)N(CN2CCN(Cc3ccsc3)CC2)C1 (stereo not given)	3	-5	nt
CC(C)NC(=O)N(Cc1nccn1Cc1c(F)cccc1Cl)C(C)C	6	2	-2
CCCNCc1c(-c2ccccc2)noc1N1CCOCC1	6	-2	nt
CCc1cnc(C)nc1NCCc1cn2ccccc2n1	13	-5	-9
Cc1cc(C)cc(OCC(=O)Nc2ccc(N3CCCC3=O)c(C)c2)c1	5	-1	nt
CCN(CC)C(=O)C1(NC(=O)c2sccc2C)CCCCC1	-23	-11	nt
CC(C)=CC(=O)NCCC1CCN(C(C)C)CC1	4	-5	-17
CC(=O)O[C@H]1CC[C@@]2(C)C(CC[C@]3(C)C2C(=O)C=C2C4[C@@H](C)[C@H](C)CC[C@]4(C(=O)O)CC[C@]23C)C1(C)C (stereo not given in full)	1	5	nt
Cc1cc(C)n2c(Nc3c(C)cccc3C)c(-c3ccccc3)nc2c1	5	-5	-7
CC1CCC(NC(=O)c2ccc(Cn3cncn3)cc2)CC1 (stereo not given)	0	-16	nt
CCCNC(=O)N1CCCN(C(C)=O)CC1	nt	-9	-6
CCNC(=O)C1CC(=O)OC12CCCCC2 (stereo not given)	nt	-9	-5
CC(=O)Nc1ccc(Cl)c(NCC(=O)NC(C2CC2)C2CC2)c1	9	-5	-11
COCC(c1ccccn1)N(C)C(=O)CC(=O)Nc1cc(C)cc(C)c1 (stereo not given)	18	-8	-19
CC(C)c1noc(C(C)S(=O)(=O)Cc2ccc(F)c(Br)c2)n1 (stereo not given)	19	-4	nt
O=C(NCC1CCN(c2ccc(F)cc2)C1)c1cnn(-c2ccccc2F)c1 (stereo not given)	9	1	3
COc1ccc(CCOC(=O)[C@@H]2CCCN2C(=O)C(C)c2cccc(C(=O)c3ccccc3)c2)cc1OC (stereo not given in full)	-8	-1	nt
Cn1c2c(c(=O)[nH]c1=O)C(NS(=O)(=O)c1ccc(N)cc1)(C(F)(F)F)C(=O)N2 (stereo not given)	-13	-5	nt
Cc1nc2scc(C)n2c(=O)c1NC(=O)c1ccc(C(F)(F)F)cc1	8	-7	-7
Cc1cccc(OCCCC(=O)NNC(=O)c2nn(C)c(=O)c3ccccc23)c1	-4	3	-1
CC1(C)ON=C(c2ccc(C(F)(F)F)cc2)NC1=O	10	-2	nt
Cc1ccc(NC(=O)c2ccccc2C)c(NC(=O)C(C)(C)O)c1	8	-5	-17
Cc1ccnn1-c1ccc(C(=O)NC2CCC(O)CC2)cc1 (stereo not given)	6	-10	-6
CC(C)OCCCNC(=O)/C=C1/Sc2ccccc2N(C)C1=O	nt	1	3
Cc1c(C(=O)N2CCN(C(=O)c3ccc4c(c3)OCO4)CC2)cc(-c2ccc(F)cc2)n1-c1ccccc1	-5	-12	-5
Cc1cccc(S(=O)(=O)N2CCN(C(=O)C3CC=CCC3)CC2)c1 (stereo not given)	1	4	nt
Cn1cnc(-c2ccccc2)cc1=O	-18	-1	-7
Cn1cc(C(=O)Nc2cccc3ccccc23)c2[nH]c(=O)n(-c3ccccc3)c(=O)c21	1	0	nt
Cc1ccc2c(CC(=O)OC(C)C(=O)NC(=O)NC3CCCCC3)coc2c1 (stereo not given)	11	-7	nt
CCOC(=O)c1nc2cc(Cl)c(Cl)cc2nc1N1CCN(C(=O)C2CCN(C(C)=O)CC2)CC1	5	-5	-6
Cc1cc(NC(=O)COCC2CC2)ncc1Br	9	-8	nt
CC(C)CCCC(C)C1CCC2C3C[C@@H](O)[C@@]4(O)C[C@@H](O)CC[C@]4(C)C3CC[C@]12C (stereo not given in full)	-13	-7	nt
CC1(Cc2ccc3c(c2)OCO3)C(=O)Nc2c(Cl)ccc(Cl)c21 (stereo not given)	1	1	-2
Cc1ccc(Nc2nc(N3CCCC3)nc3nccnc23)cc1C	4	-2	nt
O=C(C1CC1)N1CCN(c2ccc([N+](=O)[O-])cc2)CC1	-11	-5	nt
Cc1ccc(CCC(=O)Nc2ccc3c(c2)CN(C(=O)CSc2ncccn2)CC3)cc1	nt	-1	-3
Cc1ccc(S(=O)(=O)CCC(=O)N(Cc2ccccn2)c2nc3c(F)cccc3s2)cc1	1	-4	-8
CCOc1ccccc1C(=O)NCCOc1ccc2nnc(-c3ccc(F)cc3)n2n1	-8	-1	-1
OCc1nc2ccc(Oc3ccc4nc(CO)[nH]c4c3)cc2[nH]1	4	2	nt
CN(C)CCCN(CC1CCN(C2Cc3ccccc3C2)CC1)C(=O)C1CCCC1	-3	-4	-2
CCCNC(=O)CSc1nc2ccccc2n1C	3	-9	nt

(next part)
structure	NPYLR7 ag	hcGAS inh	mcGAS inh
Cc1nc(SC(C)C(=O)O)[nH]c(=O)c1C (stereo not given)	2	1	nt
CCCCCCc1ccc(C(=O)N2CCN(C(=O)CCCCSc3nnc(-c4ccco4)n3-c3ccc(OC)cc3)CC2C)cc1 (stereo not given)	8	3	-2
CCCc1cn(CC2CCN(C(=O)Nc3ccc4c(c3)OCO4)CC2)nn1	-4	-8	nt
CC(=O)Cn1c(=O)c2c(nc3n(C4CCCCC4)c(C)c(C)n23)n(C)c1=O	0	-7	nt
COc1ccc(-c2cn3nc(SCC(=O)Nc4cccc(C)c4)ccc3n2)cc1	5	-16	nt
CCN1C(=O)COc2cc3c(cc21)C(c1ccncc1F)CC(=O)N3 (stereo not given)	2	-1	-15
O=c1c2c3c(sc2[nH]c(=S)n1C1CCCC1)CCCC3	-6	-9	nt
O=C(COc1ccccc1)Nc1ccccc1N1CCOCC1	-8	2	nt
CCCCCOC(=O)C1=C(C)N(C)C(=O)NC1c1ccc([N+](=O)[O-])cc1 (stereo not given)	0	-3	-7
O=S1(=O)CCN2N=C(c3ccccc3)C(c3ccccc3)=NC2=N1	-4	-3	nt
CCCc1ncncc1C(=O)N1Cc2cnc(CC)nc2C1	21	-4	nt
CC(=O)c1csc(NC(=O)c2ccc(C3SCCS3)cc2)n1	15	-2	nt
COc1ccc(-c2noc(CN(C)CCOc3ccc(C)cc3)n2)c(OC)c1OC	4	-7	nt
O=C1CC(c2ccc(O[C@@H]3OC(CO)[C@@H](O)C(O)C3O)cc2)Oc2cc(O)ccc21 (stereo not given in full)	2	4	-7
Cc1sc(NC(=O)C2CC2)c(C(N)=O)c1C	0	-3	nt
CSc1nnc2c(n1)OC(c1ccccc1)Nc1ccc(Br)cc1-2 (stereo not given)	9	10	4
CCCCN(CC(=O)N(CCc1c[nH]c2ccccc12)Cc1ccc(F)cc1)C(=O)c1ccc([N+](=O)[O-])cc1	1	-5	-6
Cc1ccc(C)c(Cn2ccnc2CN(Cc2ccco2)C(=O)c2ccc(Cl)cc2)c1	2	-3	-4
O=C1c2cccnc2Oc2ccc(Cl)cc2N1CCOc1ccccc1	-2	8	nt
O=C(Nc1ccc(Cl)cc1)Nc1ccc2c(c1)C(=O)OC2	8	-4	nt
CCc1nc2ccc(C(=O)Nc3cccc(NS(C)(=O)=O)c3)cn2c1N(CC)CCN(C)C	-5	-2	-4
C=CCOCC(O)CN(Cc1ccc(OC)c(OC)c1)CC1CCCO1 (stereo not given)	19	0	-4
CCOC(=O)N1CCN(C2CCCN(C(=O)CCN3CCCCO3)C2)CC1 (stereo not given)	3&2	-8&-6	-6
CCOC(=O)C1(C)CCN1C(=O)c1cc(-c2ccc(Cl)cc2)oc1C (stereo not given)	-1	-14	nt
CC1(C)CC(=O)C2=C(C1)OC(=O)CC2c1cccs1 (stereo not given)	10	0	nt
CN(C(=O)C1CCN(Cc2ccc(Cl)cc2)CC1)C(c1ccc(F)cc1)c1ccccn1 (stereo not given)	-12	0	2
CCOC(=O)c1c(C)nc2c(c1-c1ccccn1)C(O)CC(c1ccc(OC)cc1)C2 (stereo not given)	-6	1	-5
COc1cc(SCC(N)=NO)ccc1Cl	8	-3	nt
COCCNC(=O)C1CCCN(C2CCN(c3ccnc(SC)n3)CC2)C1 (stereo not given)	6	-5	-14
COC1CCC12CCN(C(=O)c1cncn1C)CC2 (stereo not given)	nt	-7	-4
CCCCN(CC(=O)Nc1cc(C(C)(C)C)nn1-c1ccc(Cl)c(Cl)c1)C(=O)COCc1ccccc1	19	-12	-6
CCOc1ccc(Br)cc1NC(=O)N1CCOCC1	6&18	-17&-12	-17

One compound at a time (already shown).
`CCOC(=O)c1c(C)nc2c(c1-c1ccccn1)C(O)CC(c1ccc(OC)cc1)C2` (stereo not given) is entered as NPYLR7 ag = -6; hcGAS inh = 1; mcGAS inh = -5
`COC1CCC12CCN(C(=O)c1cncn1C)CC2` (stereo not given) is entered as NPYLR7 ag = nt; hcGAS inh = -7; mcGAS inh = -4

Hits appear at their usual frequency; about 0.26% have a hit in one of these screens.
